Screens from PubChem.
p-CIP stab down = lowers stability of the mouse p/CIP coactivator protein; Q05BA5; F442A p/CIP-EGFP cells, EGFP fluorescence, 16 h; decrease of EGFP signal, % at 10 µM; 290,000 compounds, 0.01% hits; AID 1984;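 active means EGFP signal decrease of at least 30% at 10 µM or well 3 SD below plate mean, unless failing retest; inactive means the rest, including hits failing retest or dose response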; further: some compounds called inactive have numbers as strong as hits; many of its hits are not listed in these tables
Target sequence (Q05BA5 1-1403): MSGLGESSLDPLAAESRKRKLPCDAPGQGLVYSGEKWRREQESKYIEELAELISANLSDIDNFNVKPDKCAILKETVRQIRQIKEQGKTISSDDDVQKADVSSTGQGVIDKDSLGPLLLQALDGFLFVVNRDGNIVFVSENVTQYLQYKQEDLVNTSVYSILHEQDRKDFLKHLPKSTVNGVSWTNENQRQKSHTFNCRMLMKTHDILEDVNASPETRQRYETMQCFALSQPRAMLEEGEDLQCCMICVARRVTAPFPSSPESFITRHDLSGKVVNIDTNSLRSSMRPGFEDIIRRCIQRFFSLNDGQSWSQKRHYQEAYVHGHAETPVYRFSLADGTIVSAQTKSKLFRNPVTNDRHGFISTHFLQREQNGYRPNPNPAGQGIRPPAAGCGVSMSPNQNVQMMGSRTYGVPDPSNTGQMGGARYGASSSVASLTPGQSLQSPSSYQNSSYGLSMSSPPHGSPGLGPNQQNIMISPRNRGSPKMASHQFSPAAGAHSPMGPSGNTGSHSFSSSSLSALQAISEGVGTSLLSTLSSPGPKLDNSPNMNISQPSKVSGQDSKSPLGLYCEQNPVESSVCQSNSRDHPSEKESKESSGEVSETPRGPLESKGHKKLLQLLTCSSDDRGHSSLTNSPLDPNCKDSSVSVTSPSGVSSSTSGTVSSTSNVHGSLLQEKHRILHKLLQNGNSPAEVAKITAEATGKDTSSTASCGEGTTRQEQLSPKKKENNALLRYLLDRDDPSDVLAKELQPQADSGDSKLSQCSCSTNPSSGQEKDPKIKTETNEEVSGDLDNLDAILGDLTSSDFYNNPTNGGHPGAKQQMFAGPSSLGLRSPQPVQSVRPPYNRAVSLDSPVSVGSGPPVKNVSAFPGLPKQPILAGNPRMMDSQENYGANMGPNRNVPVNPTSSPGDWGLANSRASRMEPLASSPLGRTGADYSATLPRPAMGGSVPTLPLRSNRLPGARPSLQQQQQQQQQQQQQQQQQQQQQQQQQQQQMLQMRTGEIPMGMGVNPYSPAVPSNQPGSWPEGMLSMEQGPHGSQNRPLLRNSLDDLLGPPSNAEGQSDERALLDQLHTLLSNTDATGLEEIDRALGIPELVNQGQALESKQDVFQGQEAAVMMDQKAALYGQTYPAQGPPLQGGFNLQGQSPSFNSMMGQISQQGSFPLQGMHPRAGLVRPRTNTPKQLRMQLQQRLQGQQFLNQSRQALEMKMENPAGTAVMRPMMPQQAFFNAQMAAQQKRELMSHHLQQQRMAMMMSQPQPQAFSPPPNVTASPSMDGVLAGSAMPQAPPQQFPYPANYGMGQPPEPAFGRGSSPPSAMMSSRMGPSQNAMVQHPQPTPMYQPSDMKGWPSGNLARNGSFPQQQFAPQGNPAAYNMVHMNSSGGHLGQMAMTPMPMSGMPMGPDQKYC
NALP1 yeast inh = blocks the NALP1 inflammasome reconstituted in yeast | 280,000 compounds, 0.61% hits | inhibition, % at 10 µM | S. cerevisiae NALP1/ASC/caspase-1 growth, X-gal OD620, 72 h | AID 2071; in the data active means inhibition mostly above about 24%, no sharp cut-off; inactive means mostly below about 32%; further: some compounds called inactive have numbers as strong as hits
MEKK3 PB1 HTS = raises or lowers MEK5 binding to the human MEKK3 PB1 domain; Q99759; bead-based flow cytometry, Alexa488-MEK5 binding to MEKK3; actives lie on both sides; 0 = blocked by unlabeled MEK5, 100 = vehicle; binding response (% of control), % at 10 µM; 290,000 compounds, 1.4% hits; AID 1529;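 active means binding response more than 3 SD above or below the average of its plate-row segment, actives on both sides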;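 further: Alexa488 bead fluorescence after subtracting the streptavidin-only scavenger bead signal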
MEKK2wt PB1 HTS = raises or lowers MEK5 binding to wildtype human MEKK2 PB1 domain. 290,000 compounds, 1.1% hits. AID 1531. Q9Y2U5. binding response (% of control), % at 10 µM. bead flow cytometry, Alexa488-MEK5 binding to MEKK2 WT; actives lie on both sides; in the data active means binding response below about 67% or above about 130%
IDE inh = cellular human IDE inhibition; HEK cells, FAbetaB cleavage, fluorescence polarization; inhibition, % at 5.59 µM; 320,000 compounds, 0.41% hits;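 active means percent inhibition above the average of all tested compounds plus 3 SD, set per screening campaign, cut at about 16% in these data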;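 further: IDE supplied by intact live HEK cells; FP after avidin binding of uncleaved biotin substrate so inhibition keeps polarization high; 0% = DMSO wells and 100% = 60 µM reference IDE inhibitor Ii1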
MEKK2mut PB1 HTS = signal of MEK5 binding to mutant human MEKK2 PB1 domain; 290,000 compounds, 0.35% hits; bead flow cytometry, Alexa488-MEK5 binding to MEKK2 mutant; percent response, % at 10 µM; in the data active means percent response above about 24%, passing the limit was not always enough; further: inactives centre near 1; some results filed as inactive read as strong as hits; reference of the scale not given here
SUMO HTRF inh = SUMOylation inhibition; AID 2006; inhibition, % at 35 µM; 290,000 compounds, 0.36% hits; HTRF SUMOylation assay, SAE1/SAE2 + UBC9, in vitro; P63279; in the data active means inhibition above about 50%, passing the limit was not always enough; further: strong numbers were not always called active
M18AAP inhibitor = blocks P. falciparum M18 aspartyl aminopeptidase; recombinant PfM18AAP, H-Glu-NHMec fluorogenic cleavage; inhibition, % at 7.35 µM; 290,000 compounds, 1.2% hits; AID 1822;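 active means inhibition above the campaign mean inhibition over all tested compounds plus 3 SD, cut at about 28% in these data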;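 further: 0% = plate median of test compound wells and 100% = 2 mM ZnCl2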
IDE cell activ = activators of human insulin-degrading enzyme in cells | HEK cells, FAbeta-B cleavage, fluorescence polarization; 0% vehicle, 100% cell-free pure enzyme wells | 340,000 compounds, 0.073% hits | activation, % at 5.96 µM;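 active means activation above the mean of all tested compounds plus 3 SD, set per screening campaign, cut at about 17% in these data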
Active calls of the source: *; · = not tested or not shown. Only part of the results is shown; the hit share may differ from the screen's.

SMILES	p-CIP stab down	NALP1 yeast inh	MEKK3 PB1 HTS	MEKK2wt PB1 HTS	IDE inh	MEKK2mut PB1 HTS	SUMO HTRF inh	M18AAP inhibitor	IDE cell activ
CCOC(=O)C1(CCOc2ccccc2)CCN(Cc2ccc(OC)c(O)c2)CC1	4	11	99	105	2	1	-1	21	1
CC1(C)CC(NNCCC#N)=CC(=[N+]2CCCC2)C1	-10	18	97	100	3	-1	15	2	-6
CCOC(=O)C(C)(C)NS(=O)(=O)c1ccc(Cl)c([N+](=O)[O-])c1	4	19	92	94	-3	-2	-10	-14	-1
CCOc1ccccc1NC(=O)C(CC)Sc1nc2ccsc2c(=O)n1CCC(=O)O (stereo not given)	-19	14	100	99	0	0	4	4	8
COc1ccc([N+](=O)[O-])cc1N(CC(O)CN(C)C)S(=O)(=O)c1ccccc1 (stereo not given)	-6	-33	103	102	6	-2	15	-7	3
CCOC(=O)CN1C(=O)C(C)(C)Oc2ccc(C(=O)NC(C)(C)CC)cc21	-2	25	89	91	3	-6	-3	-5	5
COc1ccc(/C=C/C(=O)N2CCC(c3ccccc3)C2)cc1 (stereo not given)	0	27	100	99	0	0	-9	1	6
CC(C)Cc1cc(C(=O)N(C)C2CCCN(Cc3ccccc3F)C2)n(C)n1 (stereo not given)	-16	21	92	92	3	-11	9	-15	1
S=c1[nH]nc(-c2cc(-c3ccccc3)n[nH]2)n1/N=C/c1c(Cl)cccc1Cl	2	-6	92	88	1	-14	·	16	1
CCCCn1c(SCC(=O)Nc2ccccc2C(F)(F)F)nc2ccsc2c1=O	-9	0	101	99	14	2	-9	-1	1
Cc1cccc(C(=O)NC(=S)NCc2cccnc2)c1	9	11	97	97	-1	-1	-8	1	-3
CC(=O)C1C(c2ccc(F)c(F)c2)NC(=O)NC1(O)C(F)(F)F (stereo not given)	-2	1	86	97	0	2	13	-4	1
Cn1c(SCC(=O)O)nnc1-c1cccc(NC(=O)c2cccc3ccccc23)c1	-8	12	98	98	1	1	5	5	1
CCc1nnc(NC(=O)c2cccs2)s1	0	-23	104	104	1	11	9	11	-2
COc1ccc(-c2nnc(SCc3cc(C)cc(C)c3)o2)cc1	3	16	·	·	1	·	-18	-7	5
O=C(c1ccc(N2C(=O)CCC2=O)cc1)N1CCOCC1	4	-4	98	95	-1	1	5	1	4
COc1ccc2cc(CN(CCc3ccccc3)Cc3nnnn3Cc3ccco3)c(=O)[nH]c2c1	-19	11	109	112	1	13	47	22	0
CN(C)c1c(-c2ccccc2)cc(-c2ccccc2)[nH]c1=O	12	-14	94	92	·	1	24	7	0
CC(C)(O)C#Cc1ccc(C(=O)N2CCC(C(N)=O)(N3CCCCC3)CC2)o1	4	36	98	102	·	-2	11	-1	3
O=C(CN1C(=O)c2ccccc2C1=O)Nc1cccc2cccnc12	0	7	104	109	2	9	-4	0	1
CN(C(=O)CSc1nncn1-c1ccccc1)c1ccccc1	-1	21	99	104	1	12	22	4	7
O=C(Nc1nnc(C2CC2)s1)C1CCCCN1S(=O)(=O)c1ccccc1 (stereo not given)	5	-5	100	98	10	-1	-5	4	3
O=C(O)c1cccc(Cl)n1	5	-18	92	94	6	-5	8	-6	6
COc1cc(Cn2cnnn2)ccc1O	-4	2	101	102	2	3	-5	9	7
CCN(CC(=O)Nc1sc2c(c1C#N)CCCC2)Cc1nc2ccccc2c(=O)[nH]1	8	7	95	100	2	-3	-22	3	2
COc1ccc(NC(=O)CCCCCN2C(=O)c3cccc([N+](=O)[O-])c3C2=O)c(OC)c1	-9	12	100	98	0	7	15	-12	4
Cn1ncc(Cl)c1C(=O)Nc1ccncc1	-9	3	114	103	-2	5	-5	1	2
CN(C)c1cccc(C(=O)OCC(=O)Nc2ccccc2-c2ccccc2)c1	-6	32	100	106	-2	7	2	-2	3
CCN(CC)S(=O)(=O)c1ccc(Cl)c(C(=O)Nc2nncs2)c1	5	-1	100	103	-5	6	-6	-5	2
O=C(CSc1nnc(-c2cc(-c3cccs3)nc3ccccc23)o1)NC1CCCCC1	-8	4	103	91	-4	-4	12	7	-3
Cc1ccc(Cn2c(N)nc3ccccc32)cc1	-8	11	105	107	2	3	12	-16	1
O=C(CSc1ncn[nH]1)c1ccc2c(c1)OCO2	-2	13	102	104	0	7	15	24	-1
Cc1ccc(-c2nc(C(=O)NCCCN3CCOCC3)cc3c2[nH]c2ccccc23)cc1	2	10	101	142*	1	21	4	-3	4
COc1ccc(OCC(=O)NC(=S)Nc2ccc(S(=O)(=O)Nc3cc(C)on3)cc2)cc1	3	15	101	103	-4	-1	1	3	6
C=CCn1c(SCC(=O)Nc2cc(C)ccc2C)nnc1-c1cnccn1	-5	-13	99	106	6	-1	4	8	3
O=C(C1=C(O)C(=O)N(Cc2cccnc2)C1c1ccccn1)c1cccs1 (stereo not given)	3	10	104	106	5	4	16	5	5
CC1(C(=O)Nc2nnc(C(C)(C)C)s2)Cc2ccccc2C(=O)O1 (stereo not given)	-5	18	95	95	2	-3	-19	5	4
Cc1cc(C)cc(-n2c(C)cc(/C=N/NC(=O)c3ccncc3)c2C)c1	-10	-6	118	105	-8	3	11	4	3
Cc1cccc(C)c1NC(=O)NN=C1CCCCC1	9	6	100	101	3	1	21	-6	2
Cc1cc(-c2n[nH]c(=S)n2Cc2ccccc2)cs1	-5	19	98	98	14	-2	11	27	-9
COC(=O)C/C=C/[C@@H](C)[C@@H](/C=N/OC[C@H]1O[C@H](c2ccccc2)C=C[C@@H]1Oc1ccc(OC)cc1)NS(=O)(=O)c1ccc(C)cc1	-7	30	110	106	·	-2	-16	0	·
COC(=O)c1cc(NC(=O)Cc2cc(OC)c(OC)c(OC)c2)cc(C(=O)OC)c1	-49	-8	108	105	-5	0	-16	2	11
Cc1ccccc1OCC(=O)N1CCCc2ccccc21	-20	43	103	99	2	-1	-3	2	5
COc1ccc(NC(=O)CSc2nnc(-c3cccnc3)s2)cc1	-5	0	100	96	2	2	-1	1	-1
CC(C)(C)c1cc(N/C=C\c2nnnn2-c2ccc(Br)cc2)no1	-4	10	102	100	-4	-3	26	1	0
CCOc1ccc(N(CC(=O)Nc2ccc(F)c(F)c2)S(=O)(=O)c2c(C)noc2C)cc1	-2	15	114	118	3	7	-2	0	8
CCc1cccc(CC)c1NC(=O)Cn1c(-c2ccccc2Cl)nc2ccccc21	-1	15	119	103	0	0	12	-6	0
COc1ccc(C(=O)N/N=C/c2c(CO)cnc(C)c2O)cc1	-9	-27	103	94	-4	-5	25	5	0
CC(C)(C)Nc1nc(SCC(=O)Nc2ccccc2)nc(N2CCOCC2)n1	-9	-12	79	82	2	-7	-6	-7	-1
O=S(=O)(Nc1cccc2cccnc12)c1ccccc1	1	14	102	96	10	1	-85	0	4

Going on with the list.
SMILES	p-CIP stab down	NALP1 yeast inh	MEKK3 PB1 HTS	MEKK2wt PB1 HTS	IDE inh	MEKK2mut PB1 HTS	SUMO HTRF inh	M18AAP inhibitor	IDE cell activ
COc1cccc(/C=N/NC(=O)c2cc(-c3cccn3C)n[nH]2)c1O	-6	20	102	130	4	14	12	5	4
CCCCC(=O)Nc1ccc(NC(=S)NC(=O)CCCCl)cc1OC	-6	31	99	96	5	2	-6	1	-3
Cc1[nH]n(-c2ccccc2)c(=O)c1-c1ccc(Cl)cc1	5	35	105	109	1	7	-13	-3	-3
Cc1ccc(C(=O)Nc2cccc(S(=O)(=O)N3CCOCC3)c2)cc1[N+](=O)[O-]	-3	13	95	94	-3	1	-1	-1	9
CCOC(=O)CSc1nccc(N(C)C)c1C#N	4	9	98	99	6	0	14	2	-1
CCO/C=C1/C(=O)N(C(C)=O)c2ccccc21	-9	0	97	98	1	3	-29	8	-3
Cc1cc(C)c(S(=O)(=O)Nc2ccncc2)cc1C	4	16	96	103	2	3	1	-4	0
COc1ccc(CCN(C)CC(=O)Nc2ccc(F)c(Cl)c2)cc1OC	-5	6	103	106	6	7	-13	-4	2
COc1cc(C(=O)NCc2ccc3[nH]c(C)cc3c2)cc(OC)c1OC	4	-4	98	101	6	0	-7	0	-3
Cc1ccc(S(=O)(=O)N/N=C\c2ccc([N+](=O)[O-])o2)cc1C	-3	-2	102	106	4	3	5	2	4

Molecules above with a COOH group:
SMILES	p-CIP stab down	NALP1 yeast inh	MEKK3 PB1 HTS	MEKK2wt PB1 HTS	IDE inh	MEKK2mut PB1 HTS	SUMO HTRF inh	M18AAP inhibitor	IDE cell activ
CCOc1ccccc1NC(=O)C(CC)Sc1nc2ccsc2c(=O)n1CCC(=O)O (stereo not given)	-19	14	100	99	0	0	4	4	8
Cn1c(SCC(=O)O)nnc1-c1cccc(NC(=O)c2cccc3ccccc23)c1	-8	12	98	98	1	1	5	5	1
O=C(O)c1cccc(Cl)n1	5	-18	92	94	6	-5	8	-6	6

(listing goes on)
SMILES	p-CIP stab down	NALP1 yeast inh	MEKK3 PB1 HTS	MEKK2wt PB1 HTS	IDE inh	MEKK2mut PB1 HTS	SUMO HTRF inh	M18AAP inhibitor	IDE cell activ
Clc1ccc(OCCN2CCN(c3ncnc4sccc34)CC2)cc1	-30	8	105	105	8	1	6	-8	-4
Nc1ccc2oc(-c3cccs3)nc2c1	-1	22	108	104	0	3	56*	1	0
CCOC(=O)c1ccc(NC(=O)CN2C(=O)NC3(CCC(C)CC3)C2=O)cc1 (stereo not given)	-7	-14	96	97	5	-3	1	-1	-2
O=C(N[C@H]1CC1c1ccccc1)c1ccc([N+](=O)[O-])cc1 (stereo not given in full)	-5	·	97	91	2	2	8	-6	-2
O=C(COC(=O)/C=C/c1cn(-c2ccccc2)nc1-c1cccnc1)Nc1ccc(Cl)cc1Cl	-6	17	101	95	-8	-6	26	-1	1
Cc1c(Cl)cccc1-n1c(-c2cccnc2)n[nH]c1=S	-8	22	104	101	4	4	12	31*	-1
CCCCCNC(=O)c1ccc2c(=O)n(CC3CCCO3)c(=O)[nH]c2c1 (stereo not given)	-1	1	98	97	5	1	24	-3	4
O=C(CSc1ccc(-c2ccccn2)nn1)NCc1ccccc1	11	-16	95	99	3	-2	10	7	1
O=C(CSC(=S)N1CCCCC1)c1c(F)cccc1F	2	19	75	79	0	-35	-3	12	4
C1CC1Cc1noc(CN2CCN(CC3CC3)CC2)n1	-4	7	96	94	-1	-9	-4	-6	3
CCOc1ccc(S(=O)(=O)N2CCC(C(=O)NC3CCCC3)CC2)cc1	8	0	103	106	2	4	-1	-2	8
COc1ccc2c(c1)c1nc3n(c(=O)c1n2CC(=O)Nc1cc(C)[nH]n1)CCS3	-70	-5	111	101	4	-2	20	-1	·
COc1ccc(NC(=O)c2ccc(S(=O)(=O)NCc3cccnc3)cc2)cc1	-1	-2	91	94	0	-5	-2	5	0
CCCCn1c(=O)[nH]c(=O)c2c(C(=O)OCC)cc(-c3cccs3)nc21	-5	-6	98	95	3	-2	37	-1	4
Cc1cc(C)nc(N2CCCC(C(=O)NC(C)CCc3ccco3)C2)n1 (stereo not given)	-10	24	93	97	-9	2	24	3	3
COc1ccc(CNc2nc3ccc(C)cc3s2)c(OC)c1OC	4	14	107	111	3	10	2	-2	-3
OC(CNCC1CCCCC1)COc1ccccc1 (stereo not given)	11	23	100	96	1	-4	1	-2	0
O=C(Nc1nc2ccccc2[nH]1)C1CCN(S(=O)(=O)c2cccs2)CC1	-7	-3	95	101	1	-2	38	8	1
COc1cc(O)oc1C=Nc1ccc(C(=O)O)cc1	-6	-3	99	99	2	-2	-2	-6	2
O=C(Nc1nc2ccccc2s1)c1ccc(N2CCCCC2)c([N+](=O)[O-])c1	-1	15	100	118	0	11	-19	0	3
Cc1ccc(C(=O)Nc2nc3ccccc3s2)s1	-9	0	·	·	1	·	-2	5	-9
